FEN1 inh: qHTS Assay for the Inhibitors of Human Flap endonuclease 1 (FEN1); P39748; Recombinant FEN1 flap cleavage, fluorescence, 15 min; Potency, µM (highest dose often 114 µM), for inactives: top-dose activity change, negative = inhibition, hits mostly inhibitors; actives 0.35% (n = 390,000); also: nearly all actives have a fitted effect of over 65% in size
Target sequence (P39748 whole entry, looked up): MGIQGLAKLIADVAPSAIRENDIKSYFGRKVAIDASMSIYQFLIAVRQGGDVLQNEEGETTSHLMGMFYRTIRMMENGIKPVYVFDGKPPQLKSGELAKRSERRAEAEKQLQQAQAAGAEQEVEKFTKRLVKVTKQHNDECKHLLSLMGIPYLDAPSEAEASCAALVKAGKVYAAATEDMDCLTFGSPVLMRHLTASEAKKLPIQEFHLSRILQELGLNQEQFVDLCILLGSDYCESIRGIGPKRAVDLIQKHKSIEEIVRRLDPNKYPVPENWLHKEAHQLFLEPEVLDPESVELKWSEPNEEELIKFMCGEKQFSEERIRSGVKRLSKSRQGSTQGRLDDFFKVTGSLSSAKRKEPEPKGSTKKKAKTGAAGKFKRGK
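Recombinant FEN1 (10 nM) was preincubated with pin-transferred compounds for 15 min at room temperature, then flap DNA substrate (50 nM final) was added. Plates were read at 0 and 15 min, and normalized concentration–response data were fitted to a four-parameter Hill equation.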
N370S GC: qHTS Assay for Inhibitors and Activators of N370S glucocerebrosidase as a Potential Chaperone Treatment of Gaucher Disease; Potency, µM (highest dose often 59.4 µM), for inactives: at the top dose activity change, negative = inhibition, most hits filed as inhibitors; Lysosomal acid glucosylceramidase (Homo sapiens), P04062; actives 0.092% (n = 330,000); N370S GC spleen homogenate, 4MU-glucoside fluorescence;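 also: 0% = full enzyme activity and -100% = no enzyme basal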
TDP1 cell CPT: qHTS for Inhibitors of human tyrosyl-DNA phosphodiesterase 1 (TDP1): qHTS in cells in presence of CPT; chicken DT40 Tdp1-/-;hTDP1 cells + 20 nM CPT, ATP luminescence, 48 h; Potency, µM (top dose mostly 46.2 µM), for the others: at the top dose activity change, negative = growth inhibition, actives largely listed as inhibitors; actives 12% (n = 420,000); AID 686979, 2013; also: nearly all actives have a fitted effect of over 55% in size
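Cell growth measured by CellTiter-Glo luminescence after a minimum 48 h, 37 C compound exposure with 20 nM CPT in Tdp1-knockout DT40 cells stably expressing hTDP1, seeded 400/well; qHTS titration format.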
An asterisk follows results filed as active; u = inconclusive; x = no result given; & = joins results of further samples. Calls follow the shape of the dose curve; as a rule, active = well fitted curve in the direction sought with a large enough effect; inconclusive = small, poorly fitted or top-dose-only effect, or another doubt; inactive = no such curve, though single readings can be large; an effect the other way counts as inactive or inconclusive. Unless noted, % is scaled to controls: 0 for no effect and ±100 for the full control effect; potency is read from the fitted curve at half-maximal effect. The list is partial. The share of hits here may be higher or lower than overall.

SMILES	FEN1 inh	N370S GC	TDP1 cell CPT
CCCC[C@@H](C=O)NC(=O)[C@H](CC(C)C)NC(=O)[C@H](CC(C)C)NC(C)=O	x	6.0%&-2.5%	1.26µM*
Nn1c(Cc2cccc3ccccc23)nnc1SCc1ccccc1Cl	-6.4%	3.0%	-21.3%
CCc1cc(=O)[nH]c(SCC(=O)N2CCCC2)n1	-2.8%	2.6%	-3.2%
CCCn1nc(C(=O)NC2CCCC2)c2ccccc2c1=O	-3.5%	x	-15.0%
Cc1ccc(S(=O)(=O)N(CC(=O)O)Cc2ccco2)cc1	-16.0%	4.4%	8.0%
COc1ccc([C@H]2[C@H](C(=O)C(C)(C)C)N3N=Cc4ccccc4C3C23C(=O)OC(C)(C)OC3=O)cc1 (stereo partly specified)	-1.3%	2.8%	u
CSc1ccc(CN(C)CC(=O)Nc2c(F)cccc2F)cc1	-9.2%	-10.5%	20.6µM*
CCc1c(C)nc(N)nc1Cl	4.0%	-1.7%	-7.6%
C/C(=N\NC(=S)NCc1ccccc1)c1ccc2ccccc2c1OC(F)F	-5.0%	8.0%	u
COc1ccccc1NC(=O)N1CCCC1C(=O)NCc1ccc(F)cc1 (stereo unspecified)	-5.4%	3.4%	-1.0%
O=C(NCCc1ccccc1)c1nc(-c2cccs2)no1	-7.3%	-0.7%	-5.9%
COc1ccc(-c2cc(C(F)(F)F)nc(N3CCCCCC3)n2)cc1	-18.9%	8.7%	-10.2%

Next section (6 carried over from the part before).
SMILES	FEN1 inh	N370S GC	TDP1 cell CPT
CSc1ccc(CN(C)CC(=O)Nc2c(F)cccc2F)cc1	-9.2%	-10.5%	20.6µM*
CCc1c(C)nc(N)nc1Cl	4.0%	-1.7%	-7.6%
C/C(=N\NC(=S)NCc1ccccc1)c1ccc2ccccc2c1OC(F)F	-5.0%	8.0%	u
COc1ccccc1NC(=O)N1CCCC1C(=O)NCc1ccc(F)cc1 (stereo unspecified)	-5.4%	3.4%	-1.0%
O=C(NCCc1ccccc1)c1nc(-c2cccs2)no1	-7.3%	-0.7%	-5.9%
COc1ccc(-c2cc(C(F)(F)F)nc(N3CCCCCC3)n2)cc1	-18.9%	8.7%	-10.2%
C=C1CC[C@@]23CC[C@]4(C)[C@@](OC2=O)([C@@H]3C1)[C@H]1O[C@H]1C1[C@@]2(C)CC[C@H](O)C(C)(C)C2CC[C@]14C (stereo partly specified)	12.3%	-0.5%	-21.9%
Cc1ccc(C2(C)NC(=O)N(CCOc3ccccc3)C2=O)cc1 (stereo unspecified)	4.9%	1.0%	-5.6%
O=C(CS(=O)(=O)c1ccccc1)Nc1nc(-c2ccc(F)cc2)cs1	-22.9%	-0.2%	u
O=C(COC(=O)C1CC2C=CC1C2)Nc1ccccc1 (stereo unspecified)	12.0%	6.2%	-8.0%
CCN(CC)C(=O)c1cn(CC)c(=O)c2cc(OC)c(OC)cc12	-12.8%	-5.5%	-12.4%
O=C(NOCc1ccccc1)c1cccc([N+](=O)[O-])c1	-4.0%	x	9.9%
Cc1ccc(N2CC(C(=O)OCc3ccccc3F)CC2=O)cc1 (stereo unspecified)	1.1%	15.3%	-11.3%
COc1ccc(OC(=O)c2cn(-c3cccc(OC)c3)c(=O)c3ccccc23)cc1	-4.4%	x	u
COc1cc(C(=O)NC(=S)Nc2ccc(Cl)cn2)cc(OC)c1OC	-5.2%	-0.3%	u
CCC(CO)Oc1cc(NCc2cc(C)cc(C)c2)c2ncn(C(C)C)c2c1 (stereo unspecified)	-19.4%	x	u
COCCn1c(=O)c(CCc2ccccc2)nc2cnc(Oc3ccc(OC)cc3)nc21	x	0.0%	-6.8%
CCOC(=O)c1c(NC(=O)c2ccc(S(=O)(=O)N3CCC(C)CC3)cc2)sc2c1CCN(CC)C2	-12.4%	x	13µM*
COc1ccc2[nH]cc(CCNC(=O)c3ccc4ccccc4n3)c2c1	-14.7%	0.6%	u
CC(C)(O)c1[nH]c2cc(F)ccc2c1C(C)(C)O	7.0%	6.3%	u
C=C1C=C(C)n2ncc(C(=O)Nc3ccc(NC(C)=O)c(Cl)c3)c2N1	17.2%	x	u
O=c1oc(-c2cccs2)nc2sc3c(c12)CCCC3	7.3%	3.3%	-22.4%
O=C(Nc1cccnc1)c1ccccc1F	-0.5%	-15.1%	-3.2%
c1ccc(-c2nnc(SCc3cn4ccsc4n3)o2)cc1	1.2%	-9.3%	-27.6%
CC(C)CN(C(=O)CSc1nc2ccccc2o1)c1c(N)n(Cc2ccccc2)c(=O)[nH]c1=O	2.9%	x	18.4µM*
CCc1ccc(N(CC)C(=O)Cn2nc(Cc3cccnc3)c3ccccc3c2=O)cc1	-4.6%	x	-26.5%
CCOC(=O)c1c(CCl)nc2ccccc2c1C	-11.2%	-8.1%	u
COc1ccc(S(=O)(=O)N(CC(=O)NCc2ccccn2)c2ccc(Cl)cc2)cc1	3.6%	0.4%	u
CC(=O)c1ccc(OCC(=O)NC2CCS(=O)(=O)C2)cc1 (stereo unspecified)	-14.8%	u	0.5%
COc1ccc(NC(=O)CCCN(C)S(=O)(=O)c2ccc(C)cc2)cc1	-16.0%	12.0%	u
Cc1ccc(-c2noc(CN3CCOCC3)n2)cc1	-8.0%	8.1%	9.5%
O=C(NNC(=O)C1CCC1)c1cccc(Cl)c1	-0.9%	x	-1.2%
O=C(N/N=C/c1ccc(O)cc1)c1cc(-c2ccccc2)nc2ccccc12	-15.7%	-0.7%	u
O=C(Nc1ccc2c(c1)OCO2)Nc1ccccn1	13.3%	u	2.4%
Cc1ccc(Sc2c(C)nn(C(C)(C)C)c2OC(=O)C(C)(C)C)cc1	-7.4%	x	-22.7%
COc1ccccc1-n1cnc2cc(C(=O)NC3CCCC3)ccc21	-4.2%	2.9%	u
CC(C)C[C@H](NC(=O)[C@@H]1Cc2c([nH]c3ccccc23)C2c3ccccc3C(=O)N21)C(=O)NCC1CCCO1 (stereo partly specified)	-5.1%	-5.6%	16.4µM*
O=C(Cn1c(=O)c2cccn2c2cccnc21)NCc1cccc(F)c1	17.8%	x	-24.6%
Cc1ccc(-c2noc(CCC(=O)N3CCCC3)n2)cc1	-1.8%	17.6%	-18.4%
C=CCn1c(SCC(=O)NC(=O)NCc2ccco2)nc2sc(C)c(C)c2c1=O	-3.4%	8.4%	u
CCc1nnc(SCC(=O)N(CC)c2ccccc2)c2cc3oc(C)cc3n12	-6.6%	x	u
COc1ccccc1NC(=O)CC(=O)CSc1nnc(-c2ccc(C)cc2)n1-c1ccccc1	12.1%	5.5%	2.5%
O=C(NC1CCCC1)c1ccc(CS(=O)(=O)Cc2ccccc2F)o1	-17.2%	6.9%	-6.6%
COc1ccc(NC(=O)C(c2cc3c(cc2[N+](=O)[O-])OCO3)N(C)C)cc1 (stereo unspecified)	1.5%	0.2%	5.3%
Cc1nn(Cc2noc(C(=O)NCC3CCCO3)n2)c(C)c1Br (stereo unspecified)	7.0%	0.2%	-0.7%
CCN1CCN(c2cc(C)c3cc(NC(=O)c4ccc5c(c4)OCO5)ccc3n2)CC1	u	u	11.6µM*
CC1=C(C(=O)OC(C)C)C(C)NC(=O)N1 (stereo unspecified)	2.9%	6.0%	3.8%
CCOCc1nnc(NC(=O)c2ccco2)s1	12.0%	8.8%	-10.4%
CCCCCOC(=O)NCCOC(=O)Nc1ccc(C(=O)OCC)cc1	-7.6%	-2.3%	u
COCCCNC(=O)CN(c1cc(Cl)ccc1OC)S(C)(=O)=O	-3.0%	17.6%	11.1%
O=S(=O)(c1ccc(Cl)cc1)n1cccn1	0.2%	5.2%	-4.8%
O=C(CCc1ccccc1)Nc1ccc(NS(=O)(=O)c2ccccc2)cc1	-0.6%	6.6%	-5.2%
CC(Sc1nc(N)cc(N)n1)C(=O)NCC1CCCO1 (stereo unspecified)	1.9%	x	-0.8%
Cc1cc(OCCCn2cnc3ccccc3c2=O)ccc1[N+](=O)[O-]	-6.3%	-1.7%	u
COc1ccccc1CNc1cc(-c2ccccc2)nc2nncn12	-13.1%	x	23.1µM*
CC(C)Oc1ccc(C(CC(=O)O)NC(=O)CSc2ncn[nH]2)cc1 (stereo unspecified)	-1.5%	-17.4%	11.5%
CCc1ccc(S(=O)(=O)c2cn(CC(=O)Nc3ccc(F)c(Cl)c3)c3ccccc3c2=O)cc1	-14.0%	x	u
O=C(CCn1c(=O)sc2ccccc21)NCCCn1ccnc1	-1.3%	6.0%	-7.7%
CCOc1ccc(S(=O)(=O)NCCC(=O)NCC(c2ccc(OC)cc2)N2CCCC2)cc1 (stereo unspecified)	16.6%	x	-14.5%
O=C1Nc2c(Cl)cc(Cl)cc2C1=O	-22.4%	x	7.31µM*
O=C(O)C(Nc1nc(C(F)(F)F)nc2ccccc12)c1ccccc1 (stereo unspecified)	-0.7%	-4.6%	13.3%
COc1cccc(CNC(=O)CN(C)S(=O)(=O)c2ccc3c(c2)c(=O)n(C)c(=O)n3C)c1	-0.8%&12.6%	-10.5%	-23.9%&-9.7%
C[C@@]12C(=O)N(c3ccccc3)C(=O)N1[C@@H]1c3ccccc3OC[C@@H]1[C@H]2c1ccccc1	-20.1%	x	16.4µM*
COc1ccc(CCC(=O)NCc2ccc3c(c2)CCN3C(=O)c2ccc(C)cc2)cc1	11.3%	x	u
CCc1ccc(CNC(=O)c2ccc(-c3nc(CS(=O)(=O)c4ccccc4)c(C)o3)cc2)cc1	-6.3%	x	14.6µM*
CCc1ccc(NS(=O)(=O)c2cc3c(cc2C)n(C)c(=O)c(=O)n3C)cc1	0.1%	5.5%	14.6µM*

Additional entries.
SMILES	FEN1 inh	N370S GC	TDP1 cell CPT
O=C(COC(=O)c1ccc(F)cc1)NCc1ccc(F)cc1	-4.1%	x	-4.3%
CC(C)(C)c1ccc(C(=O)N2CCC(C(=O)NCCC3=CCCCC3)CC2)cc1	-1.2%	-15.9%	u
CCCNc1c(NS(=O)(=O)c2cccs2)c(=O)oc2ccccc12	-5.2%	-4.3%	-4.3%
Clc1ccc(CSC2=NCCCN2)cc1Cl	5.1%	-2.0%	u
CC(=O)C1CCC2C3CC(C)C4(O)CC(=O)CCC4(C)C3C(O)CC12C (stereo unspecified)	7.1%	x	2.9%
Cc1cc(=O)oc2cc(OCC3CC(c4ccccc4)=NO3)ccc12 (stereo unspecified)	1.2%	u	16.4µM*
C=C[C@@H]1c2cc(C)ccc2N(S(=O)(=O)c2ccc(C)cc2)[C@H](c2ccccc2)C1(C#N)C#N	8.4%&-2.3%	x	7.94µM*
CCN(CC(=O)NC1CCS(=O)(=O)C1)S(=O)(=O)c1ccccc1 (stereo unspecified)	-1.7%	13.7%	-14.9%
COc1ccc(S(=O)(=O)N(CC(=O)NCc2ccncc2)c2cc(C)cc(C)c2)cc1OC	11.2%	-12.8%	10.0%
COc1ccc(NC(=O)c2ccc3c(=O)n4nc(Nc5ccccc5C)sc4nc3c2)cc1Cl	7.7%	x	7.31µM*
COc1ccccc1NC(=O)N(Cc1nnc2n1CCCCC2)c1ccc(F)cc1	8.6%	x	1.6%
Cc1cc(NS(=O)(=O)c2ccc(NC(=O)c3cccnc3)cc2)nc(C)n1	6.6%	-7.5%	-2.0%

3 compounds drawn at random from those above, as already listed:
SMILES	FEN1 inh	N370S GC	TDP1 cell CPT
Cc1cc(=O)oc2cc(OCC3CC(c4ccccc4)=NO3)ccc12 (stereo unspecified)	1.2%	u	16.4µM*
O=C(COC(=O)c1ccc(F)cc1)NCc1ccc(F)cc1	-4.1%	x	-4.3%
Cc1cc(NS(=O)(=O)c2ccc(NC(=O)c3cccnc3)cc2)nc(C)n1	6.6%	-7.5%	-2.0%

(further entries)
SMILES	FEN1 inh	N370S GC	TDP1 cell CPT
CCOc1ccc(CN(C)C(=O)c2ccc3ccccc3n2)cc1	9.9%	-0.6%	-2.9%
COCCCNc1oc(-c2ccccc2Cl)nc1C#N	4.0%	-9.3%	-1.9%
Cc1c(C(=O)OCC(=O)N2c3ccccc3CC2C)oc2ccccc12 (stereo unspecified)	-15.2%	-15.5%	-25.7%
COc1ccc2nc(Cl)cc(Cl)c2c1	14.5%	1.5%	-1.7%
CCOC(=O)C1(CCc2ccccc2)CCN(Cc2ccn[nH]2)CC1	-5.6%	5.5%	u
O=C(C1CC1)N1N=C(c2ccccc2)CC1(O)C(F)(F)C(F)(F)F (stereo unspecified)	9.3%	-4.3%	18.4%
CCOC(=O)C(=CNc1ccccc1N1CCOCC1)C(=O)OCC	-3.5%	0.4%	u
COc1ccc(N(C(=O)c2ccc(S(=O)(=O)N3CCCC3)cc2)C2C=CS(=O)(=O)C2)cc1 (stereo unspecified)	3.1%	-1.9%	-10.2%
Fc1cccc(CSc2nc3ccncc3[nH]2)c1	-12.7%	-5.0%	-22.1%
O=C(c1ccc(Cl)cc1)C1CCN(CC(=O)N2CCCCC2)CC1	-6.7%	8.4%	u
Cc1ccc(OCCCCN2CCc3ccccc3C2)cc1	-9.9%	-1.4%	-0.6%

Screening results (PubChem BioAssay)
